High-throughput results (PubChem BioAssay)
Vif inh: inhibitors of HIV Vif; 0.35% of 340,000 active; HEK293T cells, Vif self-association by quenched fluorescence, imaging, 24 h; AID 602346; inhibition, % at 7.49 µM; in the data active = inhibition above about 50%, passing the limit was not always enough; note: some results filed as inactive read as strong as hits
PDI turbidity: inhibitors of human protein disulfide isomerase. P07237. PDI insulin aggregation turbidity, A650, 90 min. inhibition, % at 10 µM. 0.052% of 350,000 active;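 active = mean inhibition across replicates of 30% or more, whatever share of single replicates reach that level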;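 note: absorbance from insulin aggregation driven by PDI reduction with DTT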
Target sequence (P07237 whole entry, looked up): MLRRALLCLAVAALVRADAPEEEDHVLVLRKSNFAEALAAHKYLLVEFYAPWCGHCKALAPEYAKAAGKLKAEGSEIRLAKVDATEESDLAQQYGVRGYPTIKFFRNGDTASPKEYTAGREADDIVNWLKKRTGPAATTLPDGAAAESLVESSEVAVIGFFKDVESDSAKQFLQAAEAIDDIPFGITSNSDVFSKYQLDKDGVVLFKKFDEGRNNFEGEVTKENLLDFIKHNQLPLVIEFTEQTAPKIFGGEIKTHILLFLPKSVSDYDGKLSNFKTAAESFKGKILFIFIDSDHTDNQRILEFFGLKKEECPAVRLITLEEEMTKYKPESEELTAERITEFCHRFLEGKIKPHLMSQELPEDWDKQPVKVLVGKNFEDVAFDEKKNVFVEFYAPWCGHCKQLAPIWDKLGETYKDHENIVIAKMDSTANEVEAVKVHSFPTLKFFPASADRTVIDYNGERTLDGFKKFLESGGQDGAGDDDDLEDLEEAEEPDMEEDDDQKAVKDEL
Peg3 promoter: Peg3 promoter activity inhibition | 1.7% of 360,000 active | inhibition, % at 20 µM | HeLa PEG-Prom luciferase reporter, luminescence, overnight | AID 588405;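 active = inhibition of at least 50% at 20 µM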
hiPSC survival: increases survival of single human iPS cells; 0.044% of 360,000 active; survival enhancement, % at 20 µM; hiPSC single-cell survival, ATPlite luminescence; 100% = ROCK inhibitor wells, 0% = DMSO; in the data active = survival enhancement above about 18%;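 note: cells exposed to compounds for 16 hours before the ATP read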
aDG glyco up: alpha-DG glycosylation activation. 0.22% of 360,000 active. Pro5-aDG cells, alpha-DG glycosylation AlphaScreen (IIH6); 0% Pro5, 100% B10-LARGE cell signal. activation, % at 10 µM;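 active = activation of at least 8% versus controls, or a plate z-score of at least 8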;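 note: Pro5 are CHO cells carrying HIG-tagged alpha-DG that lacks glycosylation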
CaV13 ICDI inh: Primary screen for inhibitors of IQ motif and Ca2+-dependent inactivation inhibitor domain binding in CACNA1D, Förster resonance energy transfer in living cells, …; HEK cells, CFP/YFP FRET ICDI-IQ, plate reader, 10 min; percent FRET-ratio fall versus neutral wells; inhibition, % at 12.3 µM; 0.098% of 340,000 active; AID 743397;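 active = mean replicate inhibition of at least 30% and at least 1% of replicates passing that level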;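 note: 0% = median of the neutral control wells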
TRPM1 prom inh: MITF TRPM1 promoter inhibition in SK-MEL-5 cells. AID 488899. inhibition, % at 12.5 µM. SK-MEL-5 TRPM1 promoter luciferase, 24 h. 0.83% of 330,000 active;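 active = mean inhibition across replicates of 60% or more, whatever share of single replicates reaches that level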; note: values of inactives mirror those of a sister screen read the other way
NR2E3 ag-1: human photoreceptor-specific nuclear receptor agonism; CHO-S Gal4-NCOR/VP16-NR2E3 two-hybrid, luciferase; inhibition of corepressor binding, % at 3.98 µM; 0.35% of 360,000 active; AID 602229;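 active = inhibition above the mean of all tested compounds plus 3 SD, cut at about 70% in these data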;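 note: 0% = DMSO with NR2E3 transfected cells and 100% = cells lacking NR2E3 construct; higher means lower luciferase signal from less NR2E3 corepressor binding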
Target sequence (Q9Y5X4 whole entry, looked up, the tested form may be a part): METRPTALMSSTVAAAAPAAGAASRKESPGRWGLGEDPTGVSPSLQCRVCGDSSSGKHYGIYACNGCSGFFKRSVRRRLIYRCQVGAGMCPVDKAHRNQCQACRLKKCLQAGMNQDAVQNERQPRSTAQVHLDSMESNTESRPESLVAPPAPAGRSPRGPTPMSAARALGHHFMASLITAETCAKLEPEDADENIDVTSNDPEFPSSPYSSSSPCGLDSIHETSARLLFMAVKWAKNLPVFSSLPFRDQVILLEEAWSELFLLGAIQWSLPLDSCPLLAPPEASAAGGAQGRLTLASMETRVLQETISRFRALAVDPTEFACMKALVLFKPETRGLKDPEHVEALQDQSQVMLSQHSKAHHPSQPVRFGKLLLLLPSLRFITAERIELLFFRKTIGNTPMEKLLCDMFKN
Exocytosis inh: lytic granule exocytosis inhibition. AID 651702. TALL-104 LAMP-1 surface exposure, flow cytometry; cells stimulated with thapsigargin and PMA. inhibition, % at 10 µM. 0.66% of 360,000 active;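 active = inhibition above about 55%, limit read from the data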
HIF-2a block: inhibitors of HIF-2a; inhibition, % at 18.8 µM; 786-0 RCC cells HIF-2a reporter, luciferase luminescence, overnight; AID 624352; 0.72% of 360,000 active;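 active = inhibition of the luminescence signal of 40% or more relative to plate controls, in a single-dose primary screen at 18.75 µM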
NR2E3 ag-2: activates human photoreceptor nuclear receptor NR2E3 | Q9Y5X4 | GST-NR2E3/biotin-RetCOR TR-FRET, 1536-well | inhibition of corepressor binding, % at 4.78 µM | 0.12% of 320,000 active | AID 2300;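 active = percent inhibition above the cutoff of mean plus 3 SD of all tested compounds, set per screening campaign, cut at about 20% in these data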;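 note: 0% = DMSO wells and 100% = biotin wells as full block of FRET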
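system = GST-tagged NR2E3 plus biotinylated RetCOR corepressor | input = 1.35 nM GST-NR2E3 | also added = 7 nM biotin-RetCOR | schedule = 5 h incubation at 4 °C | measured by = TR-FRET with europium anti-GST and streptavidin-D2, 340 nm excitation | read-out = percent loss of FRET ratio relative to control wells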
The depositor's hits bear a star; / = no result given. Compounds were not picked by outcome. Share with any hit: about 3.5%.

(1) Cc1ccc(S(=O)(=O)N2CCN(C(=O)CCC(=O)NC3CCCc4ccccc43)CC2)cc1 (stereo not given)
(2) CCOC(=O)[C@]12CCC=C1N(Cc1ccco1)C(=O)[C@H](CC(=O)NCc1cccc(C(F)(F)F)c1)C2
(3) CCOc1ccc(N2CC(C(=O)NCc3ccc4c(c3)OCO4)CC2=O)cc1 (stereo not given)
(4) CCCCN1C(=N)N([C@@H](C)CN2CCC[C@H]2CN2C(N)=NC[C@H]2C(C)C)C[C@H]1[C@H](C)CC
(5) O=C(NC(=S)/C(=C1\CCCCCN1)[N+](=O)[O-])c1ccccc1
(6) Cc1nnc(SCC(=O)Nc2cccc(S(N)(=O)=O)c2)n1-c1ccccc1
(7) CN(C)S(=O)(=O)c1ccc(NC(=O)N2CCN(c3ccccc3)CC2)cc1
(8) CC(NC(=O)Nc1ccc2c(c1)OCO2)c1ccncc1 (stereo not given)
(9) CCOC(=O)CSc1nnc(Cn2c(=O)sc3ccccc32)n1C
(10) O=C(COc1ccc([N+](=O)[O-])cc1)Nc1ccccc1C(=O)NC1CC1
screen / no.	1	2	3	4	5	6	7	8	9	10
Vif inh	-16	/	7	0	-1	17	-9	1	6	5
PDI turbidity	4	/	4	1	8	3	3	-56	/	-2
Peg3 promoter	18	/	1	-10	-15	16	9	-29	-1	6
hiPSC survival	-0.9	0.6	-0.5	-1.4	-5.4	0.2	-2.3	-1.0	3.6	-0.3
aDG glyco up	0.1	0.3	0.2	-0.3	0.0	0.0	-0.4	-0.1	0.0	-0.2
CaV13 ICDI inh	-5	-5	-7	-5	/	-4	/	-4	-10	-3
TRPM1 prom inh	7	/	11	4	27	-2	1	-7	-4	-11
NR2E3 ag-1	6	-5	-21	-21	52	-10	-26	-5	11	2
Exocytosis inh	7	2	-3	2	-13	7	-1	-4	0	-2
HIF-2a block	10	3	2	8	22	5	19	-17	4	-7
NR2E3 ag-2	4	/	1	/	/	0	2	-1	0	1

(11) Cc1cccc(CSc2nc3sc(C)c(C)c3c(=O)n2Cc2ccco2)c1
(12) C=CCN1C(=O)/C(=C/c2ccsc2)SC1=S
(13) Cn1c(=O)c2c(=O)cc(NNC(=O)CC#N)[nH]c2n(C)c1=O
(14) O=C(c1ccc2c(c1)OCO2)N1CCCc2ccccc21
(15) COc1ccc(C(CC(=O)O)NC(=O)COc2ccc(C)cc2)cc1OC (stereo not given)
(16) COCCNC(=S)N(CCN(C)C)Cc1cc2cc3c(cc2[nH]c1=O)OCO3
(17) CCOC(=O)c1c(C)nc2c(c1-c1ccccc1)C(=O)CCC2
(18) CSc1ccccc1NC(=O)CSc1nnc(CNC(=O)c2ccccc2F)n1C
(19) CCc1nnc(N/N=C/c2cccs2)n1N
(20) COc1cc2c(cc1OC)C(c1ccc(Br)cc1)N(C(=O)c1ccccc1C(=O)O)CC2 (stereo not given)
screen / no.	11	12	13	14	15	16	17	18	19	20
Vif inh	-1	-2	26	-10	-2	-1	1	11	-3	1
PDI turbidity	3	9	-14	-3	5	9	7	2	-2	2
Peg3 promoter	16	-18	9	-25	7	2	18	12	7	13
hiPSC survival	1.2	-0.4	0.0	-1.8	0.4	-0.4	2.4	-0.5	-1.4	1.6
aDG glyco up	0.0	-0.3	-0.2	0.0	-0.1	0.0	-0.1	0.0	-0.1	0.1
CaV13 ICDI inh	-3	-2	-2	/	-3	-5	/	-16	-5	-11
TRPM1 prom inh	-6	-5	-1	3	-16	3	-2	-4	6	-5
NR2E3 ag-1	-8	21	14	-6	-26	-2	6	-17	-15	4
Exocytosis inh	1	-1	-1	0	5	3	-1	-5	3	-3
HIF-2a block	10	5	27	-25	17	17	12	6	0	20
NR2E3 ag-2	-1	-1	0	0	-4	1	0	-1	0	5

(21) CC1CCCCN1S(=O)(=O)c1ccc(-n2cnnn2)cc1 (stereo not given)
(22) CSc1nsc(SCC(=O)Nc2ccccn2)n1
(23) CNC(=O)c1ccc(NC(=O)CCNC(=O)Nc2ccccc2)cc1
(24) CCCCN1C2CCCC1CC(NC(=O)c1cccc(Cl)c1)C2 (stereo not given)
(25) Cc1ccc(C)n1-c1ccncc1
(26) COc1ccc(NC(=O)C2CCN(S(=O)(=O)c3cn(C)nc3C)CC2)cc1
(27) Cc1c(C(=O)Nc2ccc(S(=O)(=O)N(C)C3CCN(C)CC3)cc2)oc2ccccc12
(28) CN(NC(=O)c1ccco1)c1nc2ccccc2nc1C(F)(F)F
(29) FC(F)(F)c1ccc(-c2nc3ccccc3s2)cc1
(30) COc1ccc2c(COC(=O)c3n[nH]c4ccccc34)cc(=O)oc2c1
screen / no.	21	22	23	24	25	26	27	28	29	30
Vif inh	8	-2	-3	-2	-9	-2	-9	-4	9	2
PDI turbidity	-6	-6	-4	7	2	-1	-4	-5	/	-5
Peg3 promoter	4	-93	-21	15	-1	-22	89*	8	-160	-238
hiPSC survival	3.0	-0.8	-0.5	-0.1	-0.9	0.4	0.4	-0.7	-1.0	-3.4
aDG glyco up	-0.1	3.2	-0.1	-0.2	0.0	0.1	1.7	0.2	0.0	0.0
CaV13 ICDI inh	-7	-6	-6	-16	-5	-6	-13	-5	-10	0
TRPM1 prom inh	2	-3	-3	-12	14	10	-8	11	/	-60
NR2E3 ag-1	-16	14	-16	-47	-8	0	7	-18	-37	-98
Exocytosis inh	-5	0	1	2	1	-2	0	-3	-3	-2
HIF-2a block	10	-117	9	10	9	9	-24	-2	-130	-238
NR2E3 ag-2	3	-3	/	-3	-4	2	3	5	/	0

Full records from above:
`Cc1c(C(=O)Nc2ccc(S(=O)(=O)N(C)C3CCN(C)CC3)cc2)oc2ccccc12` reads Vif inh = -9; PDI turbidity = -4; Peg3 promoter = 89*; hiPSC survival = 0.4; aDG glyco up = 1.7; CaV13 ICDI inh = -13; TRPM1 prom inh = -8; NR2E3 ag-1 = 7; Exocytosis inh = 0; HIF-2a block = -24; NR2E3 ag-2 = 3
`CCCCN1C2CCCC1CC(NC(=O)c1cccc(Cl)c1)C2` (stereo not given) reads Vif inh = -2; PDI turbidity = 7; Peg3 promoter = 15; hiPSC survival = -0.1; aDG glyco up = -0.2; CaV13 ICDI inh = -16; TRPM1 prom inh = -12; NR2E3 ag-1 = -47; Exocytosis inh = 2; HIF-2a block = 10; NR2E3 ag-2 = -3
`COc1ccc(NC(=O)C2CCN(S(=O)(=O)c3cn(C)nc3C)CC2)cc1` reads Vif inh = -2; PDI turbidity = -1; Peg3 promoter = -22; hiPSC survival = 0.4; aDG glyco up = 0.1; CaV13 ICDI inh = -6; TRPM1 prom inh = 10; NR2E3 ag-1 = 0; Exocytosis inh = -2; HIF-2a block = 9; NR2E3 ag-2 = 2

Next structures follow.
(31) COc1ccc(Cn2cc(C(=O)c3ccccc3)c(=O)c3cc(OC)ccc32)cc1
(32) O=c1oc2ccccc2c2c1nc(C(F)(F)F)n2-c1ccccc1
(33) COc1ccc(-c2ccc3c(c2)O[C@@H](CN(C)C(=O)c2ccccc2F)[C@@H](C)CN([C@@H](C)CO)S3(=O)=O)cc1
(34) Nc1c(Br)cc(Br)c2c1[nH]c(=O)c1ccccc12
(35) CCn1c(CNC(=O)COc2ccc(C(C)C)cc2)nnc1SCC(=O)Nc1ccccc1C(C)C
(36) CCOC(=O)CSc1nnc(CNC(=O)c2cccc(C)c2)n1-c1ccccc1OC
(37) CCOC(=O)C1CCCN(C(=O)Cn2sc3nc(C)cc(C)c3c2=O)C1 (stereo not given)
(38) CC(NC(=O)COC(=O)c1cc(Cl)ccc1O)C1CC2CCC1C2 (stereo not given)
(39) Cc1cc(NC(=O)COC(=O)[C@H](C)NC(=O)c2ccccc2)no1
(40) Cc1cccc(N(Cc2ccccc2)C(=O)c2ccc(C)c(S(=O)(=O)N3CCOCC3)c2)c1
screen / no.	31	32	33	34	35	36	37	38	39	40
Vif inh	-5	-9	-3	5	-11	15	13	32	39	5
PDI turbidity	/	-3	2	-4	12	2	6	15	0	13
Peg3 promoter	6	15	25	15	14	2	-22	15	10	25
hiPSC survival	-1.1	1.1	-0.3	1.2	0.6	0.0	1.9	1.0	-2.4	-0.2
aDG glyco up	-0.2	0.0	-0.3	1.1	1.1	0.0	0.0	-0.1	0.1	0.1
CaV13 ICDI inh	-12	/	-6	-5	-7	-2	/	-5	-5	-1
TRPM1 prom inh	3	6	/	/	23	3	7	-6	7	17
NR2E3 ag-1	11	-15	-18	-17	31	2	-28	-8	-29	0
Exocytosis inh	-1	67*	-1	-6	6	-2	84*	-13	10	12
HIF-2a block	5	5	9	6	3	14	5	2	12	3
NR2E3 ag-2	2	3	/	/	2	-2	3	3	10	3

Of the compounds above, these have bromine:
(20) COc1cc2c(cc1OC)C(c1ccc(Br)cc1)N(C(=O)c1ccccc1C(=O)O)CC2 (stereo not given)
(34) Nc1c(Br)cc(Br)c2c1[nH]c(=O)c1ccccc12
screen / no.	20	34
Vif inh	1	5
PDI turbidity	2	-4
Peg3 promoter	13	15
hiPSC survival	1.6	1.2
aDG glyco up	0.1	1.1
CaV13 ICDI inh	-11	-5
TRPM1 prom inh	-5	/
NR2E3 ag-1	4	-17
Exocytosis inh	-3	-6
HIF-2a block	20	6
NR2E3 ag-2	5	/

More structures.
(41) COc1cc(/C=C/CN2CCC(CO)(CC3CCCCO3)CC2)ccc1O (stereo not given)
(42) CC(=O)Nc1ccc(S(=O)(=O)N2CCN(C(=O)N3CCCCCC3)CC2)cc1
(43) CC[n+]1c(C)n(-c2ccccc2)c2ccc(C(=O)OC)cc21
(44) O=C(CSCc1ccc(Cl)cc1)Nc1ccc(S(=O)(=O)N2CCCCCC2)cc1
(45) O=c1[nH]c(=S)c2ncn(-c3ccccc3)c2[nH]1
(46) Cc1nn(C)c(C)c1CN(C)C(=O)C1(C)CC1(Br)Br (stereo not given)
(47) COc1ccc(Nc2nc3cc(-c4sccc4C)sc3c(=O)n2C)cc1OC
(48) Cc1cc(/C=C2/SC(=S)N(c3cccc(C(F)(F)F)c3)C2=O)c(C)n1-c1cccnc1
(49) COC(=O)CCc1c(C)nc(N)[nH]c1=O
(50) Cc1cccc(C)c1NC(=O)CN1C(=O)S/C(=C\c2cccn2-c2cccc(C(=O)O)c2)C1=O
(51) Cc1ccc(OCCSc2nc3ccccc3n2CC(=O)O)cc1C
(52) CCN(c1ccccc1)S(=O)(=O)c1ccc(Cl)c(NC(=O)CN2CCCCCC2)c1
screen / no.	41	42	43	44	45	46	47	48	49	50	51	52
Vif inh	8	-2	6	-18	3	-2	-5	-15	-16	-1	4	2
PDI turbidity	6	5	-1	-5	1	0	-1	-6	3	19	1	-3
Peg3 promoter	15	14	4	21	8	3	-217	-5	17	11	12	31
hiPSC survival	-0.1	-1.5	0.1	-2.1	-0.1	2.0	-1.8	-1.0	-0.5	-0.7	0.0	-0.7
aDG glyco up	0.4	0.1	0.3	0.5	-0.1	0.0	-0.5	2.3	0.0	0.1	-0.1	0.5
CaV13 ICDI inh	-2	/	-3	-2	-24	-5	-10	/	-5	-4	-6	10
TRPM1 prom inh	8	10	-5	13	/	5	/	4	-5	1	3	13
NR2E3 ag-1	-6	-15	-24	2	17	-6	-83	88*	13	1	-6	-10
Exocytosis inh	-5	-1	-3	2	13	-2	23	4	-4	1	-1	16
HIF-2a block	6	17	3	14	20	11	-261	-34	-3	14	13	10
NR2E3 ag-2	1	2	-1	1	-1	-5	/	-2	-1	-3	6	-2
